Source: PubChem BioAssay (The Scripps Research Institute Molecular Screening Center)
OX1R antag-1: antagonists of human orexin 1 receptor; O43613; CHO/OX1R cells, Fluo-8 calcium fluorescence, orexin A; inhibition, % at 5 µM; hit rate 0.43% among 330,000; AID 434989;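 active = inhibition above its plate's threshold, mean inhibition of all tested compounds on the plate plus 3 SD, cut at about 37% in these data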;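 note: 0% = orexin A challenge wells and 100% = SB-334867-A antagonist wells; not every result past the cut was called active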
Target sequence (O43613 whole entry, looked up): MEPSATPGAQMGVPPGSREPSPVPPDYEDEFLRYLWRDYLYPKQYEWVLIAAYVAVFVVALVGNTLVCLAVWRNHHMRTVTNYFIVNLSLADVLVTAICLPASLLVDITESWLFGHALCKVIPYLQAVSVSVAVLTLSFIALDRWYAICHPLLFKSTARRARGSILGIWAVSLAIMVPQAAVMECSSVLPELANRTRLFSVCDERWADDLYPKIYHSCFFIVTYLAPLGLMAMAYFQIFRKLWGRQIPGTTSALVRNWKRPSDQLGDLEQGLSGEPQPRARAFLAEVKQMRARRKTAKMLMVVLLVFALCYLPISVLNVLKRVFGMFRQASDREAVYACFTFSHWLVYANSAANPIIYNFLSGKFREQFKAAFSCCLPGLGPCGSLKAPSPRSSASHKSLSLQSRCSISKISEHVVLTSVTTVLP
OX1R antag-2: blocks the human orexin 1 receptor; hit rate 1.8% among 330,000; O43613; AID 485270; inhibition, % at 6.6 µM; OX1R-expressing cells, FRET antagonist read-out; in the data active = inhibition mostly above about 38%, no sharp cut-off; inactive = mostly below about 40%;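 note: 0% = agonist challenge alone and 100% = reference antagonist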
* marks the source's active call; other numbers are inactive results.

smiles | OX1R antag-1 | OX1R antag-2
FC(F)(F)c1cccc(OCc2noc(-c3ccsc3)n2)c1 | -22 | 3
CCS(=O)(=O)N1CCC(C(=O)NCc2ccc(F)cc2Cl)CC1 | 2 | 31
Cc1cccc(N/N=C/c2ccccc2O)c1 | 2 | 8
CCOc1ccc(C(=O)Nc2ccc(N3CCN(S(C)(=O)=O)CC3)cc2)cc1[N+](=O)[O-] | 9 | 28
CCOC(=O)c1cc2n(c1N)-c1ccccc1C2=O | -21 | 3
COc1ccc(-c2ccc(=O)n(CC(=O)Nc3ccc(C(=O)NC4CC4)cc3)n2)cc1OC | -15 | 35
O=c1[nH]c2ccc(S(=O)(=O)N3CCN(c4ccccc4F)CC3)cc2s1 | -5 | 22
CCOc1ccc(/C=N/NC(=O)C(C)Sc2ccccn2)cc1OCC (centres undefined) | -6 | 18
O=C1NC(=S)N(c2cccc(Cl)c2)C12CCCCC2 | -20 | 15
O=C(NCC(c1ccco1)N1CCN(c2ccc(F)cc2)CC1)c1ccco1 (centres undefined) | -23 | 11
Cc1ccc(NC(=O)O/N=C/c2ccc(F)cc2)cc1 | -7 | 8
COc1cc(C(=O)N[C@H](C(=O)NC2CCCCCC2)C(C)C)cc(OC)c1OC | -43 | 17
COCCOc1nc2c(c(=O)n(C)c(=O)n2C)n1Cc1cccc(OC)c1 | -7 | 5
COc1ccc(S(=O)(=O)N2CCOC2CNC(=O)C(=O)NCc2cccnc2)cc1OC (centres undefined) | -5 | 11
COc1ccc(C(=O)N2CCN(Cc3nc(CC4CC4)no3)CC2)cc1 | -11 | -1
COc1cccc(Cn2nnc(C(=O)Nc3cc(C)ccc3OC)c2N)c1 | -5 | 15
O=C1NC(c2ccccc2)=NC1(NS(=O)(=O)c1ccccc1)C(F)(F)F (centres undefined) | 3 | 9
O=C(Nc1ccc(Cl)cn1)c1ccc(COCC(F)(F)C(F)F)o1 | -19 | 13
O=C1c2cccnc2C(O)N1C1CCCCC1 (centres undefined) | -14 | 13
COc1ccc(C(C)=O)cc1CSc1nnnn1-c1ccc(O)cc1 | -22 | 20

2 entries from above, with values ahead of the structure.
OX1R antag-1 | OX1R antag-2 | Compound
-7 | 8 | Cc1ccc(NC(=O)O/N=C/c2ccc(F)cc2)cc1
-43 | 17 | COc1cc(C(=O)N[C@H](C(=O)NC2CCCCCC2)C(C)C)cc(OC)c1OC

Following part.
smiles | OX1R antag-1 | OX1R antag-2
CCc1cccc(NC(=O)CCS(=O)(=O)c2cccc3nonc23)c1 | -1 | 33
COC(=O)Nc1ccc(S(=O)(=O)N2CCN(C)CC2)cc1 | 5 | 5
CCN(C(=O)c1cccnc1SC)C12CC3CC(CC(C3)C1)C2 | -12 | 31
Cc1nnc(SC(C)C#N)n1-c1ccccc1 (centres undefined) | -3 | 12
O=c1c(Cc2c(F)cccc2Cl)c(O)ccn1CCc1c[nH]c2ccccc12 | -18 | 20
CC(C)Cn1c(N)c(C(=O)COC(=O)c2ccc3c(c2)OCCO3)c(=O)n(C)c1=O | 15 | 19
CC(C)CNC(=O)c1noc2c1CCCC2 | -26 | 4
COc1ccc(OC)c(S(=O)(=O)n2ccc(C)n2)c1 | 0 | 24
Cc1cccc2c(N)c3c(nc12)N(C)CC3 | -1 | 9
CCN(CCNC(=O)C1CC(=O)N(CCc2ccccc2)C1)c1ccccc1 (centres undefined) | -33 | 6
Cc1ccc2c(c1)CN1CN2Cc2cc(C)ccc21 | -20 | 10
CCOC(=O)C1C(c2ccc(O)c(OCC)c2)NC(=S)NC1(O)C(F)(F)F (centres undefined) | -18 | 19
COc1ccc(CCNC(=O)C2CCN(C(=O)c3ccccc3C)CC2)cc1 | -3 | -9
CC1(C)[C@@H](O)CC[C@]2(C)C3C(O)C=C4[C@H]5C[C@@](C)(CO)CC[C@]5(C)CC[C@]4(C)[C@]3(C)CC[C@@H]12 (some centres undefined) | -6 | 7
CCCCOc1ccc(Nc2cc(Cl)ccc2C(=O)O)cn1 | 5 | 29
C/C(=N\NC(=S)NC1CCCCC1)c1ccc(Cl)c(Cl)c1 | -12 | 16
O=C1C(=O)N(Cc2ccncc2)C(c2ccccc2F)/C1=C(\O)c1ccc2c(c1)OCCO2 (centres undefined) | -20 | 11
O=C1NC(=Nc2ccc(Cl)cc2)/C(=C/c2ccco2)S1 | -4 | 3
CCN(CC)c1ccc(C2NC(=O)NC(C)=C2C(=O)Nc2ccccc2)cc1 (centres undefined) | 0 | 21
COc1cccc(CN2CCC(C(=O)N3CCC(C)CC3)CC2)c1 | -21 | 35
CC(C)NS(=O)(=O)c1ccc(NC(=O)C(C)OC(=O)C2CCC2)cc1 (centres undefined) | -11 | 11
COc1cc2oc(=O)ccc2cc1[C@@H](O)[C@@H]1OC(C)(C)OC1(C)C | -10 | 10
O=C(CN1C(=O)CCC1=O)Nc1cccc(NC(=O)CN2C(=O)CCC2=O)c1 | -6 | 15
Cc1ccc(C)c2[nH]c(=O)c(CN(CC3CCCO3)S(=O)(=O)c3ccc4c(c3)OCCO4)cc12 (centres undefined) | -18 | 6
O=[N+]([O-])c1cc2c(cc1/C=N/n1c(-c3ccccc3)n[nH]c1=S)OCO2 | -1 | 12
O=C(CN(C(=O)CSc1nnc(COc2ccccc2)o1)c1ccc(F)cc1)NC1CCCC1 | -8 | 32
CS(=O)(=O)Nc1ccccc1C(=O)Nc1cc2c(cc1C(=O)O)OCCCO2 | -14 | 16
CC1CCCN(C(=O)C2CCN(Cc3ccc4c(c3)OCO4)CC2)C1 (centres undefined) | -9 | 17
CCS(=O)(=O)N1CCCC(C(=O)NCc2ccc(C)cc2)C1 (centres undefined) | -19 | 5
Cc1ccccc1C(=O)N1CCC(C(=O)Nc2nc3ccc(F)cc3s2)CC1 | -18 | 11
O=C(N/N=C/c1c(O)n(-c2ccc(Cl)cn2)c(=O)c2ccccc12)C1CC1 | -1 | 21
Cc1ccc(S(=O)(=O)NC(CC(C)C)C(=O)N2CCOCCOCCOCCOCC2)cc1 (centres undefined) | -13 | 3
Cc1ccc(S(=O)(=O)N2CCC(C(=O)N/N=C/c3ccncc3)CC2)cc1 | -15 | 9
COc1ccc(-c2cccc(C(=O)NCC(=O)O)c2)cc1 | -6 | 9
CCN(CC)C(=O)/C(NC(=O)c1ccccc1)=C(/Sc1ncccn1)c1ccccc1 | -13 | 22
CCOC(=O)N1CCN(C(=O)c2ccc(NS(C)(=O)=O)cc2)CC1 | -4 | 6
O=C(O)CCn1c(=S)n(CCC(=O)O)c2ccccc21 | -6 | 11
O=C(NN=Cc1ccc(N2CCOCC2)s1)c1ccc([N+](=O)[O-])cc1 | 7 | 22
CCOc1ccc(NC(=O)C(CC(=O)O)Cc2ccccc2)cc1 (centres undefined) | -6 | 15
CC(=O)N1N=C2c3ccccc3CCC2C1c1ccc(F)cc1 (centres undefined) | -11 | 9

An excerpt from above in order of SMILES length, largest number first:
smiles | OX1R antag-1 | OX1R antag-2
Cc1ccc(C)c2[nH]c(=O)c(CN(CC3CCCO3)S(=O)(=O)c3ccc4c(c3)OCCO4)cc12 (centres undefined) | -18 | 6
O=[N+]([O-])c1cc2c(cc1/C=N/n1c(-c3ccccc3)n[nH]c1=S)OCO2 | -1 | 12
O=C(CN(C(=O)CSc1nnc(COc2ccccc2)o1)c1ccc(F)cc1)NC1CCCC1 | -8 | 32
O=C(N/N=C/c1c(O)n(-c2ccc(Cl)cn2)c(=O)c2ccccc12)C1CC1 | -1 | 21
COc1cc2oc(=O)ccc2cc1[C@@H](O)[C@@H]1OC(C)(C)OC1(C)C | -10 | 10
O=C(CN1C(=O)CCC1=O)Nc1cccc(NC(=O)CN2C(=O)CCC2=O)c1 | -6 | 15
Cc1ccc(S(=O)(=O)N2CCC(C(=O)N/N=C/c3ccncc3)CC2)cc1 | -15 | 9
O=C(NN=Cc1ccc(N2CCOCC2)s1)c1ccc([N+](=O)[O-])cc1 | 7 | 22
CC(C)NS(=O)(=O)c1ccc(NC(=O)C(C)OC(=O)C2CCC2)cc1 (centres undefined) | -11 | 11
Cc1ccccc1C(=O)N1CCC(C(=O)Nc2nc3ccc(F)cc3s2)CC1 | -18 | 11
CCOC(=O)N1CCN(C(=O)c2ccc(NS(C)(=O)=O)cc2)CC1 | -4 | 6
CC1CCCN(C(=O)C2CCN(Cc3ccc4c(c3)OCO4)CC2)C1 (centres undefined) | -9 | 17
CCS(=O)(=O)N1CCCC(C(=O)NCc2ccc(C)cc2)C1 (centres undefined) | -19 | 5
CCOc1ccc(NC(=O)C(CC(=O)O)Cc2ccccc2)cc1 (centres undefined) | -6 | 15
CC(=O)N1N=C2c3ccccc3CCC2C1c1ccc(F)cc1 (centres undefined) | -11 | 9
COc1ccc(-c2cccc(C(=O)NCC(=O)O)c2)cc1 | -6 | 9
O=C(O)CCn1c(=S)n(CCC(=O)O)c2ccccc21 | -6 | 11

Other entries follow.
smiles | OX1R antag-1 | OX1R antag-2
O=S(=O)(c1ccc(F)c(F)c1)N1CCN(c2ncccn2)CC1 | -5 | 13
NNC(=O)c1ccc2c(c1)S(=O)(=O)NNC2=O | -1 | 5
CC(C)(C)NC(=O)CC1C[C@H](C(=O)N2CCOCC2)[C@@]2(C)c3[nH]c4ccccc4c3CCN2C1=O (some centres undefined) | -4 | -2
Cc1ccc(C(=O)N2CCN(C)CC2)cc1S(=O)(=O)N1CCOCC1 | 6 | 6
COc1ccc(C)cc1S(=O)(=O)N1CCN(C(=O)c2ncoc2-c2ccccc2F)CC1 | -9 | 18
FC(F)(F)c1ccccc1NC(=S)N1CCN(Cc2ccc3c(c2)OCO3)CC1 | 0 | 36
CC(OC(=O)c1cc(S(=O)(=O)N2CCOCC2)ccc1F)C(=O)NCC1CCCCC1 (centres undefined) | -20 | 17
CS(=O)(=O)N1CCN(C(=S)NCc2ccc(Cl)cc2)CC1 | -7 | 5
Cc1ccc(-c2nc3ccccc3o2)cc1NC(=S)NC(=O)c1cccs1 | -9 | 20
COc1ccc(S(N)(=O)=O)cc1C(=O)N(C)CC(=O)Nc1ccc(N2CCOCC2)cc1 | 0 | 15

> COc1ccc(F)cc1S(=O)(=O)NC(Cc1ccccc1)C(N)=O (centres undefined)
  OX1R antag-1 = -22	OX1R antag-2 = 9

> CCC(C)(C)NC(=O)C(c1ccc(OC)cc1)N(C(=O)CCC(=O)Nc1cc(C)on1)c1ccccc1OC (centres undefined)
  OX1R antag-1 = -13	OX1R antag-2 = 23

> CC1=CC(C)(C)Nc2ccc(OC(=O)C(Cc3ccccc3)N3C(=O)C4CCCCC4C3=O)cc21 (centres undefined)
  OX1R antag-1 = -36	OX1R antag-2 = 11

> COC(=O)c1cc(=O)c2c([N+](=O)[O-])ccc(OC)c2o1
  OX1R antag-1 = 5	OX1R antag-2 = 73

> O=C(COC(=O)c1ccccc1F)NC(=O)NC1CCCC1
  OX1R antag-1 = -6	OX1R antag-2 = 2

> COc1ccc(NC(=O)C2CCCN(S(=O)(=O)c3cccc4nonc34)C2)c(OC)c1 (centres undefined)
  OX1R antag-1 = -32	OX1R antag-2 = 26

> CCOc1cc(S(=O)(=O)N2CCC(c3nc4ccccc4s3)CC2)c(OCC)cc1S(=O)(=O)N1CCCCC1
  OX1R antag-1 = -13	OX1R antag-2 = 13

> CC1=NN(c2nc(-c3ccc(C)cc3)cs2)C(=O)C1N=Nc1cccc(O)c1 (centres undefined)
  OX1R antag-1 = -16	OX1R antag-2 = 34

> CCOC(=O)c1ccccc1NS(=O)(=O)c1ccccc1F
  OX1R antag-1 = -3	OX1R antag-2 = 3

> Cn1nc(-c2ccccc2)c(-c2nc(-c3cccc(C(F)(F)F)c3)no2)c1Cl
  OX1R antag-1 = -15	OX1R antag-2 = 18

> COC(=O)c1ccc2[nH]c(C3(O)CCCCC3)c(C)c2c1
  OX1R antag-1 = -6	OX1R antag-2 = 18

> CCOc1ccc(N2CC(=O)Nc3ccccc3NCC2=O)cc1
  OX1R antag-1 = -11	OX1R antag-2 = 9

> Cc1ccc2nc(/C(C#N)=C\c3ccc(Oc4ccc(C(F)(F)F)cc4[N+](=O)[O-])cc3)[nH]c2c1
  OX1R antag-1 = 12	OX1R antag-2 = 2

> COc1cc(S(=O)(=O)N2CCCCC2)ccc1NC(C)=O
  OX1R antag-1 = -5	OX1R antag-2 = 6

> CCN1CCN(C(=O)CN(Cc2ccccc2)S(C)(=O)=O)CC1
  OX1R antag-1 = -1	OX1R antag-2 = 23

> Cc1cc(/C=C(\C#N)C(=O)Nc2ccccc2)c(C)n1-c1cccnc1
  OX1R antag-1 = -22	OX1R antag-2 = 13

> Cc1ccccc1-n1nnnc1SCc1csc(-c2ccccc2)n1
  OX1R antag-1 = 31	OX1R antag-2 = 53

> NS(=O)(=O)c1ccc(NC(=O)c2ccc(S(=O)(=O)N3CCCCCC3)cc2)cc1
  OX1R antag-1 = -4	OX1R antag-2 = 9

> CCN(CC)C(=O)Oc1cc2c(-c3cc4cccc(OC)c4o3)cc(=O)oc2cc1C
  OX1R antag-1 = -27	OX1R antag-2 = 12

> O=C(CNC(=O)c1ccc(Cl)cc1Cl)OC1CCCCC1=O (centres undefined)
  OX1R antag-1 = 1	OX1R antag-2 = -3

> CCCn1ncc(CN2CCN(Cc3ccsc3)C(CCO)C2)c1C (centres undefined)
  OX1R antag-1 = -12	OX1R antag-2 = 18

> C/C(=N\OC(=O)c1ccccc1F)c1nccs1
  OX1R antag-1 = 5	OX1R antag-2 = 11

> O=C(c1nn(Cc2ccccc2)c(=O)c2ccccc12)N1CCN(C/C=C/c2ccccc2)CC1
  OX1R antag-1 = -18	OX1R antag-2 = 20

> CN(C(=O)CN1C(=O)/C(=C/c2ccc(F)cc2)SC1=S)C1CCS(=O)(=O)C1 (centres undefined)
  OX1R antag-1 = -3	OX1R antag-2 = 15

> CCC(=O)Nc1ccc(-c2nn3c(C)nnc3s2)cc1C
  OX1R antag-1 = 7	OX1R antag-2 = 5

> COc1ccccc1CNC(=O)c1cccc(S(=O)(=O)N2CCN(C)CC2)c1
  OX1R antag-1 = -45	OX1R antag-2 = 10

Hits appear at their usual frequency; 2.1% or so of the library scored in one or more.
